MCF10A rereplic: A quantitative high throughput screen for small molecules that induce DNA re-replication in MCF 10a normal breast cells; actives 2.9% (n = 350,000); MCF 10A DNA re-replication, Hoechst nuclear intensity, 48 h; AID 624296, 2012; Potency, µM (highest dose often 46.1 µM), inactives show top-dose activity, positive = re-replication, actives largely listed as activators; also: potency is read from the fitted curve at half-maximal effect; % of control where 0% means no effect; nearly all actives have a fitted effect of over 50% in size
Nrf2 activator: qHTS of Nrf2 Activators. AREc32 ARE-luciferase reporter (MCF7-derived line), luminescence, 24 h. Potency, µM (titrated, usually from 46.1 µM), without a hit: top-dose activation, hits mostly activators. actives 0.31% (n = 410,000). AID 624171, 2012; also: potency is read from the fitted curve at half-maximal effect; % of control where 0% means no effect; nearly all actives have a fitted effect of over 65% in size
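AREc32 cells carrying an ARE-driven firefly luciferase, 1000 cells/well in OPTI-MEM with 5% FBS, dosed after overnight attachment and incubated 24 hr at 37 deg C. Steady-Glo luminescence read after 30 min at RT.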
A549 tox: Nrf2 qHTS screen for inhibitors: counterscreen for cytotoxicity | Potency, µM (series often up to 46 µM), inactives show top-dose activity change, negative = cytotoxicity, actives largely listed as inhibitors | A549 ARE-Fluc cells, CellTiter-Fluor viability, 18-24 h | actives 0.16% (n = 390,000); also: potency is read from the fitted curve at half-maximal effect; % is scaled to controls: 0 for no effect and ±100 for the full control effect
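Cytotoxicity counterscreen: CellTiter-Fluor fluorescence was measured in A549 ARE_Fluc cells after 18-24 h of compound exposure in a concentration series. The subsequent BugLite luminescent read reports ARE-luciferase activity.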
ATXN2 expr inh: Primary qHTS for Inhibitors of ATXN expression; HEK-293 ATXN2-luciferase reporter, luminescence, 24 h; Potency, µM (doses to about 57 µM), for inactives: at the highest dose activity change, negative = inhibition, hits mostly inhibitors; actives 0.72% (n = 360,000); also: potency is read from the fitted curve at half-maximal effect; % is scaled to controls: 0 for no effect and ±100 for the full control effect; nearly all actives have a fitted effect of over 55% in size
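ATXN2-luciferase reporter cells (luciferase flanked by upstream and downstream ATXN2 gene portions) were treated 24 h at 37 °C with compounds at up to 57 uM. SteadyGlo luminescence gave expression; GF-AFC fluorescence gave viability.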
ATXN viability: Viability Counterscreen for Primary qHTS for Inhibitors of ATXN expression | S2 cells (HEK-293 line with an ATXN2-luciferase reporter) viability, CellTiter-Fluor protease fluorescence, 24 h | Potency, µM (series often up to 56.7 µM), hits mostly cytotoxic | actives 0.49% (n = 400,000); also: potency is read from the fitted curve at half-maximal effect; nearly all actives have a fitted effect of over 40% in size
TGFb inhibitor: qHTS for Inhibitors of TGF-b; HepG2 CAGA-GFP TGF-b/SMAD3 reporter, GFP fluorescence, 18 h; TGF-beta stimulated, 500 pg/mL final; Potency, µM (series often up to 46.1 µM), inactives show at the top dose activity, negative = inhibition, hits mostly inhibitors; actives 1.2% (n = 410,000); also: potency is read from the fitted curve at half-maximal effect; % is scaled to controls: 0 for no effect and ±100 for the full control effect; nearly all actives have a fitted effect of over 65% in size
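GFP signal (ex488/em500-530) from TGF-beta-stimulated HEPG2 CAGA-GFP cells, 500 pg/mL final, 18 h at 37 degrees C in DMEM plus 1% FBS, normalized to unstimulated and DMSO-stimulated controls.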
HepG2 viability: qHTS for Inhibitors of TGF-b: Cytotox Counterscreen; actives 0.76% (n = 410,000); HepG2 CAGA-GFP viability, ATP luminescence, 18 h; Potency, µM (top dose mostly 46.1 µM), inactives show top-dose activity change, negative = cytotoxicity, most hits filed as cytotoxic; AID 588856, 2011; also: potency is read from the fitted curve at half-maximal effect; some results filed as inactive show a strong effect at the top dose
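HepG2 CAGA-GFP cells (1000/well, DMEM with 1% FBS) received compound, then TGF-beta at 500 pg/mL final, and were incubated 18 hours at 37 degrees C. Viability was read by CellTiter-Glo luminescence. Media-only wells were set as complete cell-killing and DMSO as no toxicity.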
IL-1B inflam inh: qHTS for Inhibitors of Inflammasome Signaling: IL-1-beta AlphaLISA Primary Screen | THP-1 LPS/ATP IL-1B secretion, AlphaLISA, 16 h; hits give low values | activity change, % at 57.5 µM | actives 4.7% (n = 360,000) | AID 743279, 2014; in the data active = activity change below about -50%; inconclusive = mostly about -30% to -49%; also: % is scaled to controls: 0 for no effect and ±100 for the full control effect
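THP-1 cells pretreated 1 hr with compounds (up to 57.5 uM final), then stimulated with LPS (250 ng/mL final) plus ATP (1.25 mM final); secreted IL-1B measured by AlphaLISA after 16 hr, decreased signal indicating inhibition.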
Nrf2 inh: Nrf2 qHTS screen for inhibitors | AID 504444, 2011 | A549 ARE-Fluc reporter, luciferase luminescence, 18-24 h | Potency, µM (top dose mostly 46 µM), inactives show top-dose activity change, negative = inhibition, usual class: inhibitors | actives 2.1% (n = 360,000); also: potency is read from the fitted curve at half-maximal effect; % is scaled to controls: 0 for no effect and ±100 for the full control effect; nearly all actives have a fitted effect of over 60% in size
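A549 ARE_Fluc cells, 5000/well, 5% FBS OPTI-MEM; compounds in dose-response, 18-24 h at 37 °C/5% CO2; CellTiter-Fluor viability read (Ex 405/Em 525), then BugLite luciferase luminescence = Nrf2 activity.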
* marks the source's active call; other numbers are inactive results; i = inactive; ? = inconclusive; · = not tested or not shown; & = joins results of further samples; [ ] = dose if it differs, or a comment. Unless noted, calls follow the shape of the dose curve; as a rule, active = well fitted curve in the direction sought with a large enough effect; inconclusive = small, poorly fitted or top-dose-only effect, or another doubt; inactive = no such curve, though single readings can be large; an effect the other way counts as inactive or inconclusive.

SMILES	MCF10A rereplic	Nrf2 activator	A549 tox	ATXN2 expr inh	ATXN viability	TGFb inhibitor	HepG2 viability	IL-1B inflam inh	Nrf2 inh
COc1ccc(CNC(=O)c2csc(Cc3ccc(Cl)cc3)n2)cc1	?	2.7%	9%	6%	i	?	-32%	-55*	23µM*
CN(c1cccc(NC(=O)c2ccc(Cl)c(S(=O)(=O)Nc3ccccc3)c2)c1)S(C)(=O)=O	9%	3.4%	-21%	-22%	i	-65%	-21%	-8	21µM*
CCOC(=O)N1CCN(c2c(-c3ccccc3)c3cc(Cl)ccc3[nH]c2=O)CC1	-3%	0.3%	1%	-24%	i	5%	5%	?	0%
COc1ccc(CNC(N)=O)cc1OC	-13%	0.2%	-4%	2%	i	-2%	9%	-1	·
Cc1cccc(C)c1Nc1c(-c2ccccn2)nc2c(C)cccn12	·	-0.4%	-8%	-30%	?	0%	-31%	·	7%[9.27 µM]
COc1cccc(CNC(=O)c2cc(Sc3cccc(Cl)c3)nc3ccccc23)c1	·	0.6%	18%	12%	i	1%	-12%	·	·
O=C(C[C@@H]1C/C=C\CCC(=O)OC[C@@H]2CCCN2C1=O)N[C@@H](CO)Cc1ccccc1	2%	-0.8%	-2%	-3%	i	0%	-1%	6	-9%
CCOC(=O)COc1c(Br)cc(C2NC(=O)NC(C)=C2C(C)=O)cc1OC (stereo not given)	5%	0.2%	1%	9%	i	?	-32%	40	-4%
Cc1cccc(OCC(=O)N(C)CCc2ccccn2)c1	0%	3.3%	-1%	0%	i	?	7%	27	·
COc1ccccc1C(=O)NCCC(=O)NCc1ccncc1	7%	0.0%	?	-9%	i	-3%	8%	-26	?
COc1ccccc1-c1nnc(C2CCN(C(=O)c3cccc(Cl)c3)CC2)o1	·	0.8%	-1%	-23%	?	?	-31%	·	-20%
CC1(OC(=O)c2cccs2)C(=O)C=C2C=C3CCCN3C=C2C1=O (stereo not given)	-2%	-0.8%	-15%	-8%	?	3%	-16%	22	-3%
O=C(Nc1ccc(Cl)cc1)N1CCSc2ccccc21	1%	2.3%	-7%	-1%	i	-15%	-18%	0	-15%
Cn1cc([N+](=O)[O-])c(C(=O)Nc2sc3c(c2C#N)CCC3)n1	3.7µM*	?	?	·	i	8.9µM*	17%	-93*	?
CC1CCCCC1NC(=O)Cn1cnc2ccccc2c1=O (stereo not given)	-4%	-0.5%	1%	2%	i	19%	1%	17	3%
COc1cc2ccccc2cc1C(=O)Nc1ccccc1C	0%	?	6%	34%[activator]	i	?	-5%	9	?
COc1ccc(CCN(C(=O)COc2ccccc2)c2nc(-c3ccccc3)cs2)cc1OC	-2%	0.4%	2%	-3%	i	3%	-4%	-20	-19%
N#Cc1ccccc1NC(=O)CN1CCN(Cc2ccccc2)CC1	-8%	-0.1%	-3%	-7%	i	3%	-14%	8	1%
O=C(N/N=C/C(Br)=C/c1ccccc1)c1cccnc1	?	?	1%	5%	i	-30%	-23%	-95*	?
N=C1C(c2nc3ccccc3s2)=C(O)CN1c1ccccc1	-12%	-0.4%	13%	16%	i	0%	1%	-2	?
CC1=C(C(=O)NCc2ccc(Cl)cc2)C2(CCC(C)CC2)OC1=O (stereo not given)	0%	-0.8%&3.4%	16%&-3%	·	i	?	-3%&-13%	9	8%&-26%
Cc1cc(=O)oc2c3c(cc(OCC(=O)NCCN4CCOCC4)c12)OC(C)(C)CC3	5%	0.8%	9%	-13%	i	4%	-11%	-19	-8%
Cn1cc(CNCc2ccccc2OCC(O)CN2CCc3ccccc3C2)cn1 (stereo not given)	-9%	3.4%	1%	-18%	?	8%	-15%	?	15%
CCCCN(CCCC)S(=O)(=O)c1ccc(NC(=O)Cc2cccs2)cc1	24%	-0.6%	?	-23%	i	?	-19%	-16	?
COC(=O)Nc1nn(-c2ccc(OC)cc2)c(=O)c(C#N)c1C	-1%	-0.6%	-10%	-3%[11.3 µM]	i	2%	-6%	15	9%
SMILES	MCF10A rereplic	Nrf2 activator	A549 tox	ATXN2 expr inh	ATXN viability	TGFb inhibitor	HepG2 viability	IL-1B inflam inh	Nrf2 inh
COc1ccc([N+](=O)[O-])cc1NC(=O)Cc1ccccc1Cl	?	1.8%	0%	1%	?	-11%	6%	10	-6%
COc1cc(OC)c(OC)cc1/C=N/Nc1nc2ccccc2[nH]1	?	-1.2%	-4%	·	i	-5%	-3%	0	1%
Cc1ccc(S(=O)(=O)CCSc2nc(C)cc(C)c2C#N)cc1	5%	4.3%	-21%	0%	i	-19%	-7%	0	21µM*
O=C(COc1ccc([N+](=O)[O-])cc1Cl)N1CCOCC1	-2%	0.6%	2%	·	?	10%	1%	18	23%
Cc1nn(C)cc1CNC(=O)c1cccc(F)c1	0%	0.1%	-5%	3%	i	4%	7%	9	2%
Cn1c(COc2ccc(Br)cc2)nnc1SC1CCc2ccccc2C1=O (stereo not given)	?	0.2%[9.22 µM]	-3%	-20%	i	?	-33%	-2	?
CCN(CC)C1Oc2cc3c(cc2C(c2cc(OC)c(O)c(OC)c2)C1C)OCO3 (stereo not given)	?	1.6%	-3%	-20%	?	0%	9%	27	14%
COc1cccc(CSc2nnc(-c3ccco3)n2C)c1	4%	-0.1%	-3%	21%	i	2%	-30%	-21	13%
CCC(C)(C)n1nnnc1C(c1cc2cc(C)ccc2[nH]c1=O)N1CCCC1 (stereo not given)	-6%	0.0%	-12%	4%	i	0%	0%	22	10%
Cc1ccc(S(=O)(=O)N2CCC(C(=O)Nc3cc(C)ccc3C)CC2)cc1	·	-0.1%	-3%	-4%	i	?	-29%	·	-22%
Cc1cc(N2CCN(C)CC2)n2nc(-c3ccc(Cl)cc3)nc2n1	6%	-0.2%	0%	·	i	13%	-4%	0	-8%
CC[C@@H](C)[C@@H](CO)NC(=O)[C@H]1O[C@@H](n2cnc3c(N)ncnc32)[C@H](O)[C@@H]1O	·	0.3%	·	8%	i	0%	2%	8	·
CCOC(=O)C1=C(C)NC(=O)NC1c1ccc(F)cc1 (stereo not given)	0%&7%	0.0%	-13%	-2%	i	4%	4%	-13	-10%
O=C(N/N=C/c1ccc(F)cc1)c1cc[n+]([O-])cc1	-3%	-0.8%	1%	3%	i	-7%	2%	-8	-1%
Cc1c[n+]([O-])n(-c2ccc(C(=O)O)cc2)n1	-3%	-0.4%	4%	-3%	i	8%	2%	-6	·
C[C@H](CO)N1C[C@H](C)[C@@H](CN(C)C(=O)Nc2ccccc2)Oc2cc(Br)ccc2S1(=O)=O	·	0.0%	·	-10%	i	15%	-14%	0	·
COC(=O)c1nc(-c2ccccc2)oc1N1CCOCC1	0%	-0.5%	14%	3%	i	7%	-1%	-2	16%
CCOC(=O)c1c(S(=O)(=O)Nc2ccc(CN3CCC(C)CC3)cc2)c(C)n(C)c1C	30%	-0.3%	1%	-7%	i	9%	-14%	-4	-2%
CC(=O)c1ccc(NC(=O)c2ccc(S(=O)(=O)N3CCCC3)cc2)cc1	?	3.4%	0%	2%	i	-10%	-13%	0	6%
NNC(=O)c1sccc1OCc1ccc(Cl)cc1Cl	9%	4.4%	-1%	-24%	·	0%	-3%	?	1%
Nc1nc(SCc2ccc(Br)cc2)[nH]c(=O)c1-c1ccccc1	12%	-0.2%	2%	-7%	i	-6%	-6%	-10	-8%
Cc1ccc(-n2c(N)c(C(=O)N3CCN(C)CC3)sc2=S)cc1	-2%	0.3%	·	-2%	i	0%	0%	-3	18%
COc1cccc(CSc2nc3n(n2)C(c2ccc(C(=O)O)cc2)C(C(=O)Nc2ccccc2)=C(C)N3)c1 (stereo not given)	·	-0.3%	2%	4%	i	1%	8%	·	·
CCc1ccc(Nc2nnc(SCC(=O)NCCN3C(=O)CSC3=O)s2)cc1	0%	6.2%	0%	·	i	-10%	-1%	-3	4%
Cc1ccc2c(c1)N(C(=O)N1CCC(C(=O)NCc3cccc(Br)c3)CC1)CCO2	·	6.7%	0%	·	·	?	-30%	·	20%
SMILES	MCF10A rereplic	Nrf2 activator	A549 tox	ATXN2 expr inh	ATXN viability	TGFb inhibitor	HepG2 viability	IL-1B inflam inh	Nrf2 inh
COc1ccc(N2CCN(C(=O)COC(=O)c3ccc(-n4nc(C)cc4C)cc3)CC2)cc1	-3%	1.5%	1%	-7%	i	0%	-2%	-12	14%
Cc1ccccc1Nc1nc(N)nc(COC(=O)c2ccc([N+](=O)[O-])o2)n1	-3%	12%	-1%	-5%	i	1%	-19%	-5	-25%
Cc1nn(Cc2ccc(F)cc2)c(C)c1NC(=O)c1noc2c1CCc1ccccc1-2	-3%	0.4%&-0.8%	-1%&-1%	-16%&-24%	i	0%&-17%	-30%&12%	0	21µM*
Cc1cc(=O)[nH]c(N/N=C/c2ccc(C)o2)n1	-32%[inhibitor]	6.9%	-3%	8%	?	-1%	-23%	20	2%
N#C/C(C(=O)N1CCCCC1)=C1/N=C(NC(=O)c2ccc(F)cc2)c2ccccc21	3%	-0.7%	-6%	17%	i	9%	-1%	9	12%
CCOc1ccc(N=c2oc3cc(O)ccc3cc2C(=O)NCC2CCCO2)cc1 (stereo not given)	-6%	-0.5%	-3%	-2%	i	5%	8%	-10	-17%
COc1ccc(N2CCN(CCNC(=O)c3nnc(Cc4c(F)cccc4Cl)o3)CC2)cc1	-1%	-0.3%	-3%	·	·	0%	-11%	0	1%

Ordered by value in IL-1B inflam inh (descending): 3 from the list above.
Molecule	IL-1B inflam inh
N#C/C(C(=O)N1CCCCC1)=C1/N=C(NC(=O)c2ccc(F)cc2)c2ccccc21	9
CCOc1ccc(N=c2oc3cc(O)ccc3cc2C(=O)NCC2CCCO2)cc1 (stereo not given)	-10
COc1ccc(N2CCN(C(=O)COC(=O)c3ccc(-n4nc(C)cc4C)cc3)CC2)cc1	-12

Screening results as filed in PubChem.
